DRD3 agonist = D3 dopamine receptor (human) agonism. 410,000 tested, 0.58% active. D3R DiscoveRx beta-arrestin cells, luminescence, 90 min. P35462. max activation, %; in the data active = max activation above about 30%; also: 0% is about no effect; mostly tested at two doses, the higher about 12 µM
Target sequence (P35462 whole entry, looked up): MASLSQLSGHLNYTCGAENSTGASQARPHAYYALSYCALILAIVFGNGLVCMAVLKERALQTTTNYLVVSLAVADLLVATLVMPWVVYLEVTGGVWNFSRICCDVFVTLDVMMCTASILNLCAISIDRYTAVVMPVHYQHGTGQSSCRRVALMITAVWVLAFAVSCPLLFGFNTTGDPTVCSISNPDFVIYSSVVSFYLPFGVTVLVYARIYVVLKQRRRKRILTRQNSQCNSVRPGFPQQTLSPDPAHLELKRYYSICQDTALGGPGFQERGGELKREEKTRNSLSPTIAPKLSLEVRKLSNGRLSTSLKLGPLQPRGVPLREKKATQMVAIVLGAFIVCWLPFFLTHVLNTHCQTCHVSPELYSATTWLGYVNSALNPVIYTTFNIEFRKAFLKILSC
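Cells at 1500/well, incubated overnight, then treated with pinned compounds (dopamine as control) for 90 min at 37 degrees C. DiscoveRx reagent added for 30 - 60 minutes at room temperature; luminescence read.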
SW480 rereplic = induces DNA re-replication in SW480 colon adenocarcinoma cells. 340,000 tested, 1.8% active. SW480 DNA re-replication, Hoechst DNA content imaging, 48 h. Potency, µM (doses to about 46.1 µM), without a hit: top-dose re-replication activation, hits mostly activators; also: potency is read from the fitted curve at half-maximal effect; % of control where 0% means no effect; nearly all actives have a fitted effect of over 55% in size
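Image-based DNA-content assay: after two days of treatment, nuclei were labelled with the DNA dye Hoechst and imaged, and hits were compounds raising the count of nuclei showing high fluorescence intensity.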
HT1080NT lethal = kills 2HG-producing HT-1080-NT fibrosarcoma cells | HT-1080-NT fibrosarcoma viability, CellTiter-Glo ATP luminescence, 48 h | Potency, µM (doses to about 46.1 µM), for inactives: top-dose activity, negative = less viability, usual class: cytotoxic | 360,000 tested, 1.6% active | AID 686970;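 also: NT is the 2HG producing partner of a matched IDH1 knockdown line; potency is read from the fitted curve at half-maximal effect; 0% = DMSO-treated cells and -100% = media-only wells without cells; nearly all actives have a fitted effect of over 55% in size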
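A 48-hour cytotoxicity screen used HT-1080-NT cells plated 2 hours before compound delivery. ATP-based CellTiter-Glo luminescence measured viability, normalized to DMSO and no-cell controls.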
IL1B secr inh = inflammasome signaling inhibition, IL-1 beta readout. THP-1 LPS/ATP IL-1B secretion, AlphaLISA, 16 h; hits give low values. activity change, % at 57.5 µM. 360,000 tested, 4.7% active; in the data active = activity change below about -50%; inconclusive = mostly about -30% to -49%; also: % is scaled to controls: 0 for no effect and ±100 for the full control effect
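Secreted IL-1B measured by AlphaLISA bead assay after 16 h compound exposure of THP-1 cells; compounds (final up to 57.5 uM) added 1 h before LPS (250 ng/mL) and ATP (1.25 mM) stimulation; lower signal means less secretion.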
GLP1R ag = agonists of human GLP-1 receptor; P43220; AID 624172; 380,000 tested, 0.007% active; Potency, µM (titrated, usually from 45.6 µM), for inactives: top-dose activation, most hits filed as activators; HEK293 GLP-1R CRE-luciferase, luminescence, 4-6 h; cells express a hypersensitive GLP-1R form; also: potency is read from the fitted curve at half-maximal effect; % of control where 0% means no effect
Target sequence (P43220 whole entry, looked up): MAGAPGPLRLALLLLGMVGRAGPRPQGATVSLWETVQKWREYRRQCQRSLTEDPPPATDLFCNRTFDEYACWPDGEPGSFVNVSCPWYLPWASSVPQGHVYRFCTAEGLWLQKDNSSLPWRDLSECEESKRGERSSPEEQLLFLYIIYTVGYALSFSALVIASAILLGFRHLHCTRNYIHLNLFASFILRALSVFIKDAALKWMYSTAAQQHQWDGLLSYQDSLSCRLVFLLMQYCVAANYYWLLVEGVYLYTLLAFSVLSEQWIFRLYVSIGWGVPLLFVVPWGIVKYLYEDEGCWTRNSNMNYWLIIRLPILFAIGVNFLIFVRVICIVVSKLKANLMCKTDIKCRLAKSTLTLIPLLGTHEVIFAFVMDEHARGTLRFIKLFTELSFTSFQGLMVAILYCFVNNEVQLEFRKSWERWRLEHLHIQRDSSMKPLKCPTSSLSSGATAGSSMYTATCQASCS
HT1080 IDH1KD tx = toxicity to HT-1080 IDH1 knockdown cells (counter line); HT-1080 IDH1 knockdown viability, ATP luminescence, 48 h; Potency, µM (highest dose often 46.1 µM), for the others: top-dose activity, negative = toxicity, usual class: cytotoxic; 360,000 tested, 2% active; AID 686971;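 also: potency is read from the fitted curve at half-maximal effect; 0% = DMSO wells and -100% = cell-free medium wells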
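In this qHTS, HT-1080 cells depleted of IDH1 are exposed for 48 h at 37 °C to compound titrations. Toxicity is scored from CellTiter-Glo luminescence, with DMSO as full viability and medium alone as none.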
KB-V1 MDR tox = KB-V1 MDR subline cytotoxicity. KB-V1 MDR cells viability, CellTiter-Glo, 72 h. Potency, µM (doses to about 46.1 µM), without a hit: at the highest dose activity change, negative = cytotoxicity, actives largely listed as cytotoxic. 400,000 tested, 3.4% active; also: potency is read from the fitted curve at half-maximal effect; % is scaled to controls: 0 for no effect and ±100 for the full control effect; nearly all actives have a fitted effect of over 60% in size
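Readout: CellTiter-Glo luminescence, 10 min after addition. Cells: KB-V1 MDR subline, 72 h at 37 degrees C with compound. Analysis: corrected, normalized data fitted to concentration-effect curves.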
D3 antag = blocks the human D3 dopamine receptor; max response, negative = inhibition, %; 360,000 tested, 2.5% active; P35462; D3R cells, DiscoveRx beta-arrestin luminescence, antagonist mode; hits give low values; AID 652054; in the data active = max response below about -50%; inconclusive = no clear call, values can overlap the other calls; also: % is scaled to controls: 0 for no effect and ±100 for the full control effect; mostly tested at two doses, the higher about 12 µM
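Cells expressing the human receptor were seeded at 1500 cells/well, incubated overnight at 37 degrees C in 5% CO2, then exposed to library compounds with dopamine controls for 90 minutes at 37 degrees C before luminescent detection.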
KB-3-1 tox = KB-3-1 parental cell cytotoxicity; KB-3-1 viability, CellTiter-Glo ATP luminescence, 72 h; Potency, µM (top dose mostly 46.1 µM), for the others: at the highest dose activity change, negative = cytotoxic, usual class: cytotoxic; 400,000 tested, 1.4% active; AID 1347075; also: potency is read from the fitted curve at half-maximal effect; % is scaled to controls: 0 for no effect and ±100 for the full control effect; nearly all actives have a fitted effect of over 60% in size
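Cells are dispensed, compounds pinned in, plates held at 37 °C for 72 h, then CellTiter-Glo is added and luminescence read after 10 minutes. Cell line: parental KB-3-1 in phenol-red-free DMEM, 10% FBS.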
* hit, by the source's call; u = inconclusive; x = not tested or not shown; & = joins results of further samples; [ ] = dose if it differs, or a comment. Unless noted, calls follow the shape of the dose curve; as a rule, active = well fitted curve in the direction sought with a large enough effect; inconclusive = small, poorly fitted or top-dose-only effect, or another doubt; inactive = no such curve, though single readings can be large; an effect the other way counts as inactive or inconclusive.

SMILES	DRD3 agonist	SW480 rereplic	HT1080NT lethal	IL1B secr inh	GLP1R ag	HT1080 IDH1KD tx	KB-V1 MDR tox	D3 antag	KB-3-1 tox
Cc1ccc(NC(=O)COC(=O)C2CCN(c3ccc(C(F)(F)F)cn3)CC2)cc1	0	-44%[inhibitor]	0%[9.24 µM]	17	-1%	-7%	u	-1	8%
COC(=O)c1ccccc1NC(=O)Nc1cnccn1	2	-13%	-3%	-3	-9%	2%	14%	32	-8%
Cc1ccc(C(c2ccc(C)c(C)c2)C(O)C2OC(=O)C(O)C2O)cc1C (stereo not given)	-10	-11%	9%	0	1%	6%	0%	24	10%
COc1cccc(C(=O)Nc2cccc(NC(=O)c3cccs3)c2)c1	4	-10%	0%	-15	17%	4%	-8%	-2	-1%
Cc1nnc(NC(=O)C23CC4CC(CC(C4)C2)C3)s1	5	-18%	-2%	18	-5%	4%	7%	15	-3%
O=C(CSc1ncn[nH]1)Nc1ccccc1Sc1ccc(Cl)cc1	-1	7%[9.22 µM]	-29%	u	7%	-27%	-6%	0	-2%
CCCCNC(=O)C1(C)CCN1Cc1cccc2c(OC)cc(C(=O)OCC)cc12 (stereo not given)	13	x	u	u	1%	u	u	45	0%
CC(=O)Nc1ccc(S(=O)(=O)NCc2ccc(C)cc2)cc1	6	u	u	12	22%	-14%	u	8	-17%
COc1ccccc1-n1cc(C(=O)NCC(=O)N2CCN(c3ccccn3)CC2)c2ccccc2c1=O	6	-5%	0%	u	-2%	5%	u	16	0%
CCOC(=O)c1cnn2c(C)cc(-c3ccccc3)nc12	-7	-14%	-2%	-23	9%	0%	0%	19	-11%
CC(=O)c1cn(Cc2ccccc2)c(=O)n(Cc2ccc(F)cc2)c1=O	0	5%	4%	11	4%	13%	18%	6	11%
CC(=O)Oc1ccc(-n2c(=O)c3ccccc3c3ccccc3c2=O)cc1	-22	15%	-27%	-1	0%	-8%	-9%	-27	-11%
CCNc1nc(NCC)nc(N/N=C/c2ccc(O)c(O)c2)n1	15	-19%	-4%	19	-1%	-7%	24%	-8	u
Cc1cc(-n2c(C)cc(C(=O)CSc3ccc4c(c3)OCCO4)c2C)no1	-1	2%	-10%	-18	7%	-9%	u	7	-6%
Cc1cnc(C(=O)OCC(=O)NC(C)CCc2ccccc2)cn1 (stereo not given)	6	-5%	10%	8	8%	6%	u	-4	3%
CCOC(=O)c1cc(=O)[nH]c2ccccc12	-3	-6%	16%	u	6%	8%	-1%	-10	-7%
COCCCC1CCN(C(=O)c2cc(COc3ccc(C)nc3)on2)CC1	15	0%	u	24	17%	-13%	x	36	x
C=C(C)COc1ccc(-c2nc(N)nc(C)c2Oc2ccccc2OC)c(O)c1	1	3%	u	14	0%	u	12%	13	-2%
Cc1ccccc1-c1ccnc2c(-c3ccc(F)cc3)c(C)nn12	-5	x	x	x	1%	x	3%	x	-25%
CC(C)CNC(=O)C1(C)CCCN1Cc1ccc(S(C)(=O)=O)cc1 (stereo not given)	-15	x	7%	-22	-3%	2%	-29%	u	3%
COc1cc(O)c(CCC(=O)c2ccc(OC)c(OC)c2)c(OC)c1	1	-1%	5%	-24	9%	-14%	u	4	-17%
CCOC(=O)C1(C)CCCCCN1C(=O)c1ccco1 (stereo not given)	2	x	30%	-9	7%	27%	3%	0	0%
FC(F)C(F)(F)c1cc(-c2ccccc2)n[nH]1	-6	-8%	0%	-5	1%	0%	13%	-9	-14%
COCCc1nc2ccc(C(=O)N3CCCCC3COC)cc2o1 (stereo not given)	28	-16%	5%	4	-1%	7%	-26%	3	-1%
CN(Cc1ccccc1)S(=O)(=O)c1ccc(Cl)nc1	-1	0%	-1%	13	-10%	3%	19%	20	8%

Another view of part of the listing above.
Values in the order: DRD3 agonist, SW480 rereplic, HT1080NT lethal, IL1B secr inh, GLP1R ag, HT1080 IDH1KD tx, KB-V1 MDR tox, D3 antag, KB-3-1 tox
> C=C(C)COc1ccc(-c2nc(N)nc(C)c2Oc2ccccc2OC)c(O)c1
    1, 3%, u, 14, 0%, u, 12%, 13, -2%
> Cc1nnc(NC(=O)C23CC4CC(CC(C4)C2)C3)s1
    5, -18%, -2%, 18, -5%, 4%, 7%, 15, -3%

Back to the main list; the 3 compounds before the break are reprinted first.
SMILES	DRD3 agonist	SW480 rereplic	HT1080NT lethal	IL1B secr inh	GLP1R ag	HT1080 IDH1KD tx	KB-V1 MDR tox	D3 antag	KB-3-1 tox
FC(F)C(F)(F)c1cc(-c2ccccc2)n[nH]1	-6	-8%	0%	-5	1%	0%	13%	-9	-14%
COCCc1nc2ccc(C(=O)N3CCCCC3COC)cc2o1 (stereo not given)	28	-16%	5%	4	-1%	7%	-26%	3	-1%
CN(Cc1ccccc1)S(=O)(=O)c1ccc(Cl)nc1	-1	0%	-1%	13	-10%	3%	19%	20	8%
CCOc1ccc(CNC(=O)c2ccc(Sc3ccc(Cl)cc3)c(NC(C)=O)c2)cc1OC	4&0	5%	-14%	u	-6%	-14%	-23%	-11	-22%
COc1cc(N)c(Cl)cc1C(=O)OCC(=O)N(C)C1CCCCC1	3	5%	7%[9.24 µM]	-11	1%	7%	0%	12	-19%
COc1ccc(CN(C)Cc2nc3cc(OC)c(OC)cc3c(=O)[nH]2)c(OC)c1	-17	26%[1.84 µM]	-13%	2	-2%	-8%	u	-6	4%
Cc1ccc(C(=O)COC(=O)CNC(=O)c2ccco2)cc1	1	-7%	1%	-18	-1%	2%	24%	15	-4%
O=C(NCc1cn(-c2ccccc2)nc1-c1ccccc1)c1cc([N+](=O)[O-])cc([N+](=O)[O-])c1	0	15%	-3%	u	-16%	1%	-22%	u	-24%
CC(=O)c1ccc(N2C(=O)C3C4C=CC(CC4)C3C2=O)cc1 (stereo not given)	5	4%	3%	-5	-2%	9%	5%	2	0%
Cn1c(SCC(=O)Nc2ccccc2)nnc1-c1ccc2nonc2c1	-8	-1%	6%	-10	4%	-2%	-5%	0	-2%
CCCN=C1N(CC)C[C@@H]2[C@@H]3C(=O)N(C)C(=O)[C@@H]3[C@](C)(C(=O)OC)N12	-10	1%	0%	4	-13%	1%	-18%	13	-11%
CCCCN(Cc1ccccc1)C(=O)c1oc(=O)c2ccccc2c1-c1ccc(C)cc1	3	x	x	x	1%	x	-17%	x	u
Cc1cc(C)nc(NS(=O)(=O)c2ccc(NC(=O)c3cc(-c4ccccc4)nc4ccccc34)cc2)n1	-11	5%	u	-11	7%	u	14%	8	4%
O=C(NNC1=NC2(CCCC2)Cc2ccccc21)c1ccncc1	-2	-56%[inhibitor]	-8%	-24	-1%	0%	-19%	-13	0%
Cc1ccc(CNC(=O)C2CC(c3cccc([N+](=O)[O-])c3)=NO2)cc1 (stereo not given)	-1	u	-10%	20	5%	-5%	-9%	0	-8%
NC(=O)C1CCN(C(=O)CN(c2cccc(C(F)(F)F)c2)S(=O)(=O)c2ccccc2)CC1	-3	-1%	-1%	1	0%	0%	19%	-25	1%
COc1ccnc(Oc2ccc(F)cc2)c1C(=O)N/C=N/OCc1ccc(Cl)cc1Cl	-3	2.3µM*	-5%	-13	-1%	0%	u	-29	-13%
OCC1(CCc2ccccc2)CCCN(CCCc2ccccc2)C1 (stereo not given)	-22	-2%	-10%	-73*	10%	u	-11%	-70*	-16%
COC(=O)c1cc(NC(=O)c2ccccc2)c(=O)oc1C	4	-136%	-10%	-4	5%	-12%	16%	9	-4%
O=C(NCCCN1CCOCC1)c1ccc(NC(=O)C2COc3ccccc3O2)cc1 (stereo not given)	-3	-2%	0%	12	15%	11%	7%	-22	11%
Cc1cc(C)nc(SCc2nnc(SCC(=O)Nc3c(C)cccc3C)o2)n1	-1	-8%	7%	5	-4%	5%	9%	-25	4%
COc1ccc(CC(N)c2csc(Nc3ccc(C(C)=O)cc3)n2)cc1 (stereo not given)	-2	x	u	-14	-1%	u	-25%	2	-9%

An excerpt from above, reduced to D3 antag.
mol | D3 antag
Cc1ccc(C(=O)COC(=O)CNC(=O)c2ccco2)cc1 | 15
O=C(NCc1cn(-c2ccccc2)nc1-c1ccccc1)c1cc([N+](=O)[O-])cc([N+](=O)[O-])c1 | u
CC(=O)c1ccc(N2C(=O)C3C4C=CC(CC4)C3C2=O)cc1 (stereo not given) | 2
Cn1c(SCC(=O)Nc2ccccc2)nnc1-c1ccc2nonc2c1 | 0
CCCN=C1N(CC)C[C@@H]2[C@@H]3C(=O)N(C)C(=O)[C@@H]3[C@](C)(C(=O)OC)N12 | 13

Screens (PubChem BioAssay)
